p53 PUMA act: mutant p53 pathway reactivation; SW480 PUMA-promoter luciferase; activation, % at 9.98 µM; actives 1.5% (n = 28,000); AID 624151; in the data active means activation above about 52%; inconclusive means no clear call, values can overlap the other calls
STK33 inh: blocks human STK33 kinase activity | Q9BYT3 | ADP-Glo luminescence, MBP substrate | inhibition, % at 12.5 µM | actives 0.44% (n = 27,000); in the data active means inhibition above about 20%; inconclusive means no clear call, values can overlap the other calls
Target sequence (Q9BYT3 whole entry, looked up): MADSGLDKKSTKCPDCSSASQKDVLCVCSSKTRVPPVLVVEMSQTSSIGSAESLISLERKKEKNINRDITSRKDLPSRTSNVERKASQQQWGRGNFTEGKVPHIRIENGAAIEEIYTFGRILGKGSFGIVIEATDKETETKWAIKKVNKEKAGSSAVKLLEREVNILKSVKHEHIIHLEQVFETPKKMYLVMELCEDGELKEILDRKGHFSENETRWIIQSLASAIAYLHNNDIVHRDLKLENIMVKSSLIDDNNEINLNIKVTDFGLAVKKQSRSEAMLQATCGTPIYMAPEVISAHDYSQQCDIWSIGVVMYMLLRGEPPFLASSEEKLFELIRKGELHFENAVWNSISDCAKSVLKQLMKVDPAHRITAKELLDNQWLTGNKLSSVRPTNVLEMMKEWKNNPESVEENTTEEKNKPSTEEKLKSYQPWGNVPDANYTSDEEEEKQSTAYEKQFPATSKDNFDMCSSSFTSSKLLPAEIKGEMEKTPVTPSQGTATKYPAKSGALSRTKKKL
Numbers without * were called inactive; ? = inconclusive; . = no result given; & = joins results of further samples.

Start of the data: the first four compounds, ahead of the listing:
SMILES | p53 PUMA act | STK33 inh
COc1ccc(CCN2C(=O)[C@@]3(Cc4ccccc42)c2ccccc2C(=O)N(C2CCCCC2)[C@H]3c2ccc(CO)cc2)cc1 | . | 2.2
C[C@@H]1CCCCO[C@H](CN(C)S(=O)(=O)c2ccc(Cl)cc2)[C@H](C)CN([C@@H](C)CO)C(=O)c2cc(NC(=O)CCCN(C)C)ccc2O1 | -15.5 | .
COc1ccccc1OCCn1c(S(=O)(=O)O)nc2ccccc21 | -16.6 | -0.3
C[C@@H]1CN([C@H](C)CO)C(=O)CCCn2cc(nn2)CO[C@H]1CN(C)S(=O)(=O)c1ccc(C#N)cc1 | . | -6.4

Results, from the first entry:
SMILES | p53 PUMA act | STK33 inh
COc1ccc(CCN2C(=O)[C@@]3(Cc4ccccc42)c2ccccc2C(=O)N(C2CCCCC2)[C@H]3c2ccc(CO)cc2)cc1 | . | 2.2
C[C@@H]1CCCCO[C@H](CN(C)S(=O)(=O)c2ccc(Cl)cc2)[C@H](C)CN([C@@H](C)CO)C(=O)c2cc(NC(=O)CCCN(C)C)ccc2O1 | -15.5 | .
COc1ccccc1OCCn1c(S(=O)(=O)O)nc2ccccc21 | -16.6 | -0.3
C[C@@H]1CN([C@H](C)CO)C(=O)CCCn2cc(nn2)CO[C@H]1CN(C)S(=O)(=O)c1ccc(C#N)cc1 | . | -6.4
COC(=O)[C@@H]1[C@H]2C[C@H]3c4[nH]c5ccccc5c4CCN3C[C@@H]2CC[C@@H]1O | . | 0.6&0.5
C[C@H]1CCCCO[C@H](CN(C)C(=O)c2ccncc2)[C@@H](C)CN([C@@H](C)CO)C(=O)c2cc(NC(=O)Cc3ccccc3)ccc2O1 | 3.1 | .
COc1ccc(NC(=O)CN(c2cc(Cl)c(Cl)cc2Cl)S(C)(=O)=O)cc1Cl | -1.6 | -0.2
C[C@@H]1CCCCO[C@@H](CN(C)CC2CCCCC2)[C@@H](C)CN([C@H](C)CO)C(=O)c2cc(NC(=O)Nc3cccc4ccccc34)ccc2O1 | . | 3.6
Cc1cc(O)cc(=O)o1 | 9.1 | 0.7
Cc1noc(C)c1S(=O)(=O)N(C)C[C@H]1Oc2ccc(NC(=O)CCN3CCOCC3)cc2CC(=O)N([C@H](C)CO)C[C@H]1C | 3.0 | -1.2
C[C@@H]1CCCCO[C@H](CN(C)Cc2ccncc2)[C@@H](C)CN([C@H](C)CO)C(=O)c2cc(NC(=O)CCCN(C)C)ccc2O1 | . | 0.8
C[C@@H]1CCCCO[C@@H](CN(C)C(=O)Nc2ccc3c(c2)OCO3)[C@H](C)CN([C@@H](C)CO)C(=O)c2cc(NS(C)(=O)=O)ccc2O1 | -7.3 | .
COc1ccc(S(=O)(=O)N(C)C[C@@H]2Oc3ccc(NS(=O)(=O)c4ccc(F)cc4)cc3C(=O)N([C@@H](C)CO)C[C@@H]2C)cc1 | . | -0.6
C=CCOC(=O)[C@H]1[C@@H]2C(=O)O[C@@H](c3ccccc3)[C@@H](c3ccccc3)N2[C@@H](c2ccc(OCCOC(=O)[C@@H]3C[C@@H]4C(=O)N[C@@H](CCCCNC(C)=O)C(=O)N4[C@@H]3c3ccc(O)cc3)cc2)[C@]12C(=O)Nc1ccc(I)cc12 | . | 12.0
Cc1csc2sc(-c3ccnc(SCc4ccccc4)n3)c(C)c12 | . | 1.5
C[C@@H]1CN([C@@H](C)CO)C(=O)c2cccc(NC(=O)c3ccncc3)c2O[C@H]1CN(C)C(=O)NC1CCCCC1 | -1.6 | .
COc1ccc(N(C(=O)C2CCCCC2)S(=O)(=O)c2cc(OC)ccc2OC)cc1 | -8.0 | 3.7
CN(C)CCC1(c2ccc(Cl)cc2)Cc2ccccc2C(=O)O1 (centres undefined) | -7.2 | .
CC1=CC(=O)CC2C1(C)CCC(C)C2(C)CCC(C)CC(=O)O (centres undefined) | . | 0.0
C[C@H](CO)N1C[C@H](C)[C@H](CN(C)C(=O)Nc2ccc3c(c2)OCO3)Oc2ccc(NC(=O)C3CC3)cc2CC1=O | . | 0.2

Complete entries from above.
`Cc1csc2sc(-c3ccnc(SCc4ccccc4)n3)c(C)c12` across the screens: p53 PUMA act: .; STK33 inh: 1.5
`C[C@H]1CCCCO[C@H](CN(C)C(=O)c2ccncc2)[C@@H](C)CN([C@@H](C)CO)C(=O)c2cc(NC(=O)Cc3ccccc3)ccc2O1` across the screens: p53 PUMA act: 3.1; STK33 inh: .
`C[C@@H]1CCCCO[C@@H](CN(C)CC2CCCCC2)[C@@H](C)CN([C@H](C)CO)C(=O)c2cc(NC(=O)Nc3cccc4ccccc34)ccc2O1` across the screens: p53 PUMA act: .; STK33 inh: 3.6

Going on with the list.
SMILES | p53 PUMA act | STK33 inh
COc1ccc(NC(=O)Nc2ccc3c(c2)CC(=O)N([C@@H](C)CO)C[C@H](C)[C@H](CN(C)Cc2ccc4c(c2)OCO4)O3)cc1 | . | 4.8
C[C@H]1CN([C@@H](C)CO)C(=O)Cc2cc(NC(=O)Nc3cccc4ccccc34)ccc2O[C@@H]1CN(C)Cc1ccc(C(=O)O)cc1 | . | 2.0
C[C@@H]1CN([C@H](C)CO)C(=O)Cc2cc(NC(=O)NC3CCCCC3)ccc2O[C@H]1CN(C)Cc1ccc(C(F)(F)F)cc1 | . | 9.0
Cc1cc(C)c(OCC(=O)Nc2cccnc2)c(Br)c1 | 15.3 | 1.7
CC(=O)C(Sc1nc(N2CCOCC2)nc(N2CCOCC2)n1)C(=O)Nc1ccccc1 (centres undefined) | 10.6 | ?
CC(C)NC(=O)Nc1ccc2c(c1)C(=O)N([C@H](C)CO)C[C@H](C)[C@H](CN(C)C)OCCCC[C@@H](C)O2 | 2.5 | -2.3
C[C@H]1CCCCO[C@@H](CN(C)C)[C@@H](C)CN([C@@H](C)CO)C(=O)c2cc(NS(=O)(=O)c3ccc(Cl)cc3)ccc2O1 | -5.1 | .
C[C@@H]1CN([C@@H](C)CO)C(=O)c2cc(N(C)C)ccc2O[C@@H](C)CCCCO[C@H]1CN(C)C(=O)Nc1cccc2ccccc12 | -19.4 | .
COc1ccc(S(=O)(=O)Nc2ccc3c(c2)[C@@H]2C[C@@H](CC(=O)NCC4CC4)O[C@@H](CO)[C@@H]2O3)cc1 | 8.1 | .
C[C@@H]1CN([C@H](C)CO)C(=O)c2cc(NC(=O)Nc3cccc4ccccc34)ccc2O[C@@H]1CN(C)C(=O)Nc1ccc(C(F)(F)F)cc1 | 1.7 | .
C[C@H]1CN([C@@H](C)CO)C(=O)c2cc(NC(=O)Cn3cnnn3)ccc2O[C@@H]1CN(C)CC1CCCCC1 | . | -1.7
CC(C)[N+]1(C)C2CC[C@@H]1CC(OC(=O)C(CO)c1ccccc1)C2 (some centres undefined) | . | -8.4
O=C(COc1cccc([N+](=O)[O-])c1)Nc1cccc(I)c1 | 22.0 | 0.3
Cc1noc(C)c1S(=O)(=O)N(C)C[C@@H]1Oc2ccc(NS(=O)(=O)c3cn(C)cn3)cc2CC(=O)N([C@@H](C)CO)C[C@@H]1C | -0.6 | -0.6
CNC[C@H]1Oc2ccc(NC(=O)Nc3c(C)noc3C)cc2CC(=O)N([C@H](C)CO)C[C@H]1C | 0.6 | -2.3
C[C@H]1CN([C@@H](C)CO)C(=O)c2cc(NC(=O)CCN3CCOCC3)ccc2O[C@@H]1CN(C)C(=O)Nc1ccc(C(F)(F)F)cc1 | . | -0.8
Cc1oc(C(C)(C)C)cc1-c1cc(N)n(-c2ccc(I)cc2)n1 | -9.4 | .
COc1cccc(-c2cnc3c(c2)C(=O)N([C@@H](C)CO)C[C@H](C)[C@H](CN(C)Cc2ccc(F)cc2)O3)c1 | -7.5 | .
O=C1c2nc3cc(-c4ccccc4)[nH]n3c(=O)c2CN1Cc1ccccc1 | -9.3 | .
C[C@@H]1CN([C@@H](C)CO)C(=O)c2cc(NC(=O)Nc3cccc4ccccc34)ccc2O[C@@H](C)CCCCO[C@H]1CN(C)C | 1.9 | .

An excerpt of these results, with each value named.
> COc1cccc(-c2cnc3c(c2)C(=O)N([C@@H](C)CO)C[C@H](C)[C@H](CN(C)Cc2ccc(F)cc2)O3)c1
  p53 PUMA act: -7.5 | STK33 inh: .

> COc1ccc(NC(=O)Nc2ccc3c(c2)CC(=O)N([C@@H](C)CO)C[C@H](C)[C@H](CN(C)Cc2ccc4c(c2)OCO4)O3)cc1
  p53 PUMA act: . | STK33 inh: 4.8

The list goes on:
SMILES | p53 PUMA act | STK33 inh
COc1cccc(/C=N/n2cnnc2)c1 | . | 2.9
O=C(NC(CO)Cc1ccccc1)c1ccccc1 (centres undefined) | 6.8 | 1.4
C[C@@H]1CN([C@H](C)CO)C(=O)c2cc(NC(=O)Cc3ccccc3)ccc2O[C@H]1CN(C)Cc1ccc(Oc2ccccc2)cc1 | . | 0.4
Cc1ccc(S(=O)(=O)N(C)C[C@@H]2Oc3ccc(NC(=O)C4CCCCC4)cc3CC(=O)N([C@@H](C)CO)C[C@@H]2C)cc1 | . | -3.4
C[C@H](CO)N1C[C@H](C)[C@H](CN(C)Cc2ccc(Cl)c(Cl)c2)Oc2c(NC(=O)C3CC3)cccc2C1=O | -1.5 | .
C[C@H](CO)N1C[C@H](C)[C@H](CN(C)C(=O)Nc2cccc(F)c2)OCc2cnnn2CCCC1=O | . | 1.7
Cc1noc(C)c1S(=O)(=O)N(C)C[C@H]1OCCCC[C@@H](C)Oc2ccc(NC(=O)Nc3cccc4ccccc34)cc2C(=O)N([C@H](C)CO)C[C@@H]1C | . | 1.0
CCOc1ccccc1OCC(=O)Nc1cccc([N+](=O)[O-])c1 | 48.0 | 0.2
COc1cc([N+](=O)[O-])ccc1NC(=O)Nc1nn(Cc2ccc(Cl)c(Cl)c2)cc1Cl | -19.5 | 2.2
CSc1ccccc1C(=O)Nc1ccccc1C(=O)NCc1ccco1 | 6.9 | -4.3
C[C@H](CO)N1C[C@H](C)[C@@H](CN(C)Cc2ccccc2)Oc2c(NC(=O)C3CC3)cccc2C1=O | 8.0 | .
Cc1cc(N)nc(COc2ccc([N+](=O)[O-])cc2)n1 | 15.4 | 0.2
Nc1cc(OC(=O)c2ccccc2)nn1S(=O)(=O)c1ccccc1 | . | -0.3
C[C@H]1CN([C@@H](C)CO)C(=O)Cc2cc(NS(C)(=O)=O)ccc2O[C@@H]1CN(C)S(=O)(=O)c1ccccc1 | . | -0.1
C[C@@H]1CN([C@H](C)CO)C(=O)CCCn2cc(nn2)CO[C@@H]1CN(C)C(=O)CCCN(C)C | 10.5 | -4.7
COc1ccc(CN(C)C[C@H]2Oc3ccc(NC(=O)C4CCCCC4)cc3CC(=O)N([C@@H](C)CO)C[C@@H]2C)cc1 | . | -1.7
C[C@H]1CCCCO[C@H](CN(C)C(=O)Nc2ccc3c(c2)OCO3)[C@@H](C)CN([C@@H](C)CO)C(=O)c2cc(NS(=O)(=O)c3ccccc3)ccc2O1 | -3.4 | .
COc1ccccc1NC(=O)C1=C(C)Nc2ncnn2C1c1ccccc1OCc1ccccc1 (centres undefined) | -11.0 | -1.8
Cc1ccc(S(=O)(=O)N(C)C[C@@H]2OCc3cn(nn3)CCCC(=O)N([C@H](C)CO)C[C@@H]2C)cc1 | . | 1.5
COC(=O)c1c(NC(=O)C2C3C=CC(C3)C2C(=O)O)sc(C)c1C (centres undefined) | 6.1 | -1.0
COc1ccc(NC(=O)Nc2ccc3c(c2)C(=O)N([C@@H](C)CO)C[C@H](C)[C@@H](CN(C)Cc2ccc(C(F)(F)F)cc2)O3)cc1 | . | 2.0
COc1ccc(NC(=O)Nc2ccc3c(c2)CC(=O)N([C@H](C)CO)C[C@@H](C)[C@@H](CN(C)S(=O)(=O)c2cccs2)O3)cc1 | . | 4.3
C=CCc1c(C)nc(OCC(=O)OCC)c(C#N)c1C | . | 0.7
CCOc1ccc2c(c1)SC(CC(=O)Nc1ccccc1[N+](=O)[O-])C(=O)N2 (centres undefined) | 15.6 | 0.3
C[C@@H]1CN([C@H](C)CO)C(=O)c2cc(C3=CCCC3)cnc2O[C@@H]1CN(C)Cc1ccccc1C(=O)O | 11.4 | .
CC(C)CC#Cc1cnc2c(c1)C(=O)N([C@H](C)CO)C[C@H](C)[C@@H](CN(C)Cc1ccccn1)O2 | -5.0 | .
C[C@@H]1CN([C@H](C)CO)C(=O)c2cc(-c3ccc(F)cc3)cnc2O[C@@H]1CN(C)C(=O)Nc1ccc(F)cc1 | -8.3 | .
C[C@@H]1CN([C@H](C)CO)C(=O)c2cc(NC(=O)Nc3ccccc3)ccc2O[C@H]1CN(C)Cc1ccc(Cl)c(Cl)c1 | . | -2.4
COc1ccc(C(=O)NCC(=O)Nc2cccc(C(F)(F)F)c2)cc1 | -7.7 | -1.3
CCOC(=O)c1c(NC(=O)C2CC(Cl)=CCC2C(=O)O)sc2c1CC(C)CC2 (centres undefined) | -6.9 | -0.1
CC(C)NC(=O)Nc1ccc2c(c1)C(=O)N([C@@H](C)CO)C[C@H](C)[C@@H](CN(C)CC1CCCCC1)O2 | . | 0.7
COc1ccccc1NC(=O)CSc1nnc(-c2ccc([N+](=O)[O-])cc2)n1-c1ccccc1 | 3.1 | -3.2
C[C@@H]1CN([C@H](C)CO)C(=O)c2cc(NC(=O)Nc3cccc4ccccc34)ccc2O[C@H]1CN(C)C(=O)Nc1cccc2ccccc12 | . | 5.6
Cc1noc(C)c1NC(=O)N(C)C[C@H]1OCCCC[C@@H](C)Oc2ccc(NC(=O)c3ccncc3)cc2C(=O)N([C@H](C)CO)C[C@H]1C | 0.8 | .
C[C@@H]1CN([C@H](C)CO)C(=O)CCCn2cc(nn2)CO[C@@H]1CN(C)S(=O)(=O)c1ccc2c(c1)OCCCO2 | 18.7 | 1.2
COc1ccc(NC(=S)NCCn2cc(Br)cn2)cc1OC | 1.8 | -1.9
CS(=O)(=O)c1ccc(C2=C(c3ccccc3)C(=O)OC2)cc1 | . | 1.2
COc1ccc(S(=O)(=O)N(C)C[C@@H]2Oc3ccc(NS(=O)(=O)c4ccccc4)cc3C(=O)N([C@H](C)CO)C[C@@H]2C)cc1 | . | -0.8

Not all compounds are listed; count on the stated rates, not on these rows.
